Screening results deposited in PubChem by National Center for Advancing Translational Sciences (NCATS).
IDH1 R132H inh: blocks human mutant IDH1 R132H enzyme; IDH1-R132H enzyme, NADPH consumption, diaphorase/resazurin fluorescence; Potency, µM (highest dose often 76.6 µM), without a hit: top-dose activity change, negative = inhibition, usual class: inhibitors; hit rate 0.093% among 390,000; AID 602179; further: on the % scale 0 is the no-effect control and ±100 the full control effect; nearly all actives have a fitted effect of over 65% in size
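IDH1-R132H (0.5 ug/mL dispensed) in pH 7.5 Tris buffer was preincubated 30 min with compound, then given a substrate mix of 0.016 mM NADPH and 2 mM alpha-KG for 80 min at room temperature; remaining NADPH was read by diaphorase/resazurin fluorescence.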
RXFP1 ag: RXFP1 (human) receptor agonism; Potency, µM (series often up to 57.5 µM), for the others: at the highest dose activation, most hits filed as activators; AID 2676; Q9HBX9; HEK293T-RXFP1 cAMP TR-FRET, 30 min; response scale: percent of porcine relaxin response, buffer zero; hit rate 0.3% among 370,000; further: on the % scale 0 is the no-effect control and ±100 the full control effect; nearly all actives have a fitted effect of over 60% in size; many of its hits are not listed in these tables
Target sequence (Q9HBX9 whole entry, looked up): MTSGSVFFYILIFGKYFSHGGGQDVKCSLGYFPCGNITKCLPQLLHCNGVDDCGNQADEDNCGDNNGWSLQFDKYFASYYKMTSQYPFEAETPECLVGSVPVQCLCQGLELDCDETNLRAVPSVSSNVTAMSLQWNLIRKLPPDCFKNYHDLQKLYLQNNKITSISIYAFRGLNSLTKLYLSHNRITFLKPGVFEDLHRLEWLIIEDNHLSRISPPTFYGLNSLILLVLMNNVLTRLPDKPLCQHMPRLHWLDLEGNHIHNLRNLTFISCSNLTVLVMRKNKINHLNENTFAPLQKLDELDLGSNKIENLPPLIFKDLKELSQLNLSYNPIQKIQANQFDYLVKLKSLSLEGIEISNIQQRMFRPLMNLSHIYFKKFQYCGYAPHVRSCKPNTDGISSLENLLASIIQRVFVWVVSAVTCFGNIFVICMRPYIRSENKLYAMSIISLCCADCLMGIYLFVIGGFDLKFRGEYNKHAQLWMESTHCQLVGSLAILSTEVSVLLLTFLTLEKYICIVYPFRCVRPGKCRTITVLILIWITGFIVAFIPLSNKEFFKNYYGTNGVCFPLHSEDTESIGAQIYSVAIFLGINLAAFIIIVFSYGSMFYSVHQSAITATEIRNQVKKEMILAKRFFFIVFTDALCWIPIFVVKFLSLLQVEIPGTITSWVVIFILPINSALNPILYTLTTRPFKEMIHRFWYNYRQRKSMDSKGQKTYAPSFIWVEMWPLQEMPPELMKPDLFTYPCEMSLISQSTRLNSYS
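cAMP rise read by TR-FRET after 30 min, 37C compound exposure (up to 58 uM) in RXFP1-transfected HEK293 cells with Ro 20174 present. EC50 from Hill-equation fits, with 29 nM porcine relaxin as 100% and buffer as basal.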
RGS4 inh: human RGS4 inhibition; P49798; Transcreener GDP fluorescence polarization, RGS4-accelerated GTP hydrolysis; Potency, µM (highest dose often 114 µM), for inactives: top-dose activity change, negative = inhibition, usual class: inhibitors; hit rate 0.039% among 390,000; AID 504845; further: on the % scale 0 is the no-effect control and ±100 the full control effect; nearly all actives have a fitted effect of over 75% in size; some results filed as inactive show a strong effect at the top dose
Target sequence (P49798 whole entry, looked up): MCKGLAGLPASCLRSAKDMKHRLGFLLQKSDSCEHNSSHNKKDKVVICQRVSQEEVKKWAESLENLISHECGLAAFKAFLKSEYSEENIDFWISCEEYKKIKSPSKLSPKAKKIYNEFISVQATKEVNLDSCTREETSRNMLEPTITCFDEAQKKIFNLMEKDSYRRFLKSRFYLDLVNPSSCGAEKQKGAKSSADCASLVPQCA
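MLSMR compounds (23 nl, pin-transferred) preincubated 10 min at room temperature with a 500nM (2x) first reagent, then RGS4 at 900nM (2x) plus Transcreener GDP mix added; fluorescence polarization (620/688 nm) read before and after 90 min at 30 °C.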
USP1-UAF1 inh: blocks the human USP1/UAF1 deubiquitinase complex; O94782; recombinant USP1/UAF1, Ub-Rhodamine cleavage fluorescence; Potency, µM (highest dose often 57.1 µM), inactives show top-dose activity change, negative = inhibition, usual class: inhibitors; hit rate 0.23% among 390,000; AID 743255; further: on the % scale 0 is the no-effect control and ±100 the full control effect; nearly all actives have a fitted effect of over 60% in size; inactives centre near -12
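1 nM enzyme complex + cpd, 15 min RT; start with Ub-Rho 150nM final; kinetic fluorescence ex 480/em 540, 6 reads q60 s. Buffer 50mM HEPES pH 7.8, 0.5mM EDTA, 0.1 mg/ml BSA, 1mM TCEP, 0.01% Tween-20.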
Vif-APOBEC3G blk: inhibitors of Vif-APOBEC3G interaction; HeLa A3G-eYFP + Vif (tagged APOBEC3G with the HIV-1 protein that degrades it), YFP fluorescence, overnight; Potency, µM (highest dose often 46.1 µM), without a hit: at the highest dose activity, negative = active, most hits filed as inhibitors; AID 602310; hit rate 0.076% among 410,000; Q9HC16;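 further: on the % scale 0 is the no-effect control and ±100 the full control effect; nearly all actives have a fitted effect of over 60% in size; hits raise eYFP signal because A3G escapes Vif-driven loss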
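Read-out is eYFP fluorescence (Ex 488/Em 500-530) from Vif-expressing HeLa A3G-eYFP cells; more signal means A3G escaped Vif-mediated degradation. Cells plated overnight, compound pinned in, incubated overnight at 37 deg C.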
TrxR1 substrate: rat thioredoxin reductase 1 substrate activity; O89049; purified TrxR1 substrate turnover, NADPH consumption readout; Potency, µM (series often up to 114 µM), inactives show at the highest dose activity change, negative = substrate turnover; hit rate 0.01% among 390,000; AID 588456; further: on the % scale 0 is the no-effect control and ±100 the full control effect; nearly all actives have a fitted effect of over 50% in size
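Rat TrxR1, dispensed at 90 nM, was prereduced with 400 uM NADPH (final) for 5 min at ~22 deg C, then incubated with compound 15 min before 400 uM selenite. A first-read NADPH fluorescence drop versus no-compound background flagged substrates.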
rTrxR1 inhibitor: inhibitors of rat thioredoxin reductase 1; Potency, µM (doses to about 114 µM), for inactives: at the top dose activity change, negative = inhibition, most hits filed as inhibitors; hit rate 1% among 390,000; recombinant rTrxR1, NADPH fluorescence consumption, selenite substrate; further: on the % scale 0 is the no-effect control and ±100 the full control effect; nearly all actives have a fitted effect of over 65% in size
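Rat TrxR1 (90 nM in the dispensed reagent) was pre-reduced with 400 uM NADPH for 5 min at room temperature, then incubated with compound for 15 min. After 400 uM selenite was added, NADPH fluorescence (Ex 340/Em 450 nm) was followed for 8 min.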
ALOX12 inh: ALOX12 (human) lipoxygenase inhibition. P18054. purified 12hLO, xylenol orange hydroperoxide absorbance. Potency, µM (highest dose often 108 µM), for inactives: at the highest dose activity change, negative = inhibition, hits mostly inhibitors. hit rate 1.1% among 580,000. AID 1671190; further: on the % scale 0 is the no-effect control and ±100 the full control effect
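Purified human 12hLO (150 nM final) in 25 mM Hepes, 0.01% Triton X-100, pH 7.0 was preincubated 15 min at room temperature with compound. Then 40 uM arachidonic acid was added, 30 min. Hydroperoxide was read by Fe-XO absorbance ratio 573/405 nm.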
Vif-A3F inh: Vif-A3F binding inhibition. hit rate 0.2% among 390,000. HeLa A3F-eYFP + Vif (tagged APOBEC3F with the HIV-1 protein that degrades it), YFP fluorescence increase. Potency, µM (doses to about 46.1 µM), for the others: at the top dose activity, negative = active; further: % of control where 0% means no effect; nearly all actives have a fitted effect of over 65% in size
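HeLa cells stably expressing A3F-eYFP plus Vif, plated and incubated overnight at 37 deg C, then exposed to compounds overnight at 37 deg C. Blocked degradation read as raised yellow fluorescence (Ex 488/Em 500-530).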
An asterisk follows results filed as active; i = inactive; u = inconclusive; x = no result given; & = joins results of further samples; [ ] = dose if it differs, or a comment. The call rests on the fitted dose curve; in most records, active means well fitted curve in the direction sought with a large enough effect; inconclusive means small, poorly fitted or top-dose-only effect, or another doubt; inactive means no such curve, though single readings can be large; an effect the other way counts as inactive or inconclusive. Potency means the concentration at half of the fitted maximal effect. A portion of the library. The share of hits here may be higher or lower than overall.

SMILES	IDH1 R132H inh	RXFP1 ag	RGS4 inh	USP1-UAF1 inh	Vif-APOBEC3G blk	TrxR1 substrate	rTrxR1 inhibitor	ALOX12 inh	Vif-A3F inh
COc1ccc(N2CCN(C(=O)c3cccc4nc(C)oc34)CC2)cc1	14%	-2.5%	7%	-17%	-2%	6%[57.1 µM]	9%[57.1 µM]	0%	6%
CC(=O)Nc1ccc(S(=O)(=O)N(C)CC(=O)OC(C)C(=O)NC2CCCC2)cc1 (stereo not given)	3%	-0.1%	-19%	-13%	0%	4%	11%	-7%	4%
CC1CCCCC1NC(=O)NC(=O)COC(=O)c1cncc(Br)c1 (stereo not given)	0%	-0.5%	2%	-21%	-6%	-7%	-10%	u	0%
CCC(=O)N(c1ccc(C(=O)O)cc1)c1nc(-c2ccc(OC)cc2)c(C)s1	1%	-0.3%	5%	-19%	3%	2%	17%	-8%	1%
O=C(CN1C(=O)c2ccccc2S1(=O)=O)NCCSCc1ccccc1Cl	-6%	-0.1%	10%	-15%	0%	-6%	4%	u	4%
CC(C)(C)C(=O)Nc1ccc(N2CCN(S(C)(=O)=O)CC2)cc1	11%	-2.2%	-29%	-9%	-2%	-12%	-16%	-4%	5%
COc1ccc(S(=O)(=O)N2CCN(CCOc3ccc(Br)cc3)CC2)cc1OC	-5%	2.0%	31%	-9%	-4%	-8%	6%	50%[activator]	4%
N#Cc1ccc(CSc2nnc(-c3ccc(Br)cc3)o2)cc1	-3%	2.1%	27%	-36%	1%	-1%	-14%[11.4 µM]	0%	4%
CCOCCCNC(=O)CSc1nnc(-c2ccc(S(=O)(=O)N3CCCC3)cc2)n1C	-4%	0.1%	11%	-15%	0%	8%[57.1 µM]	13%[57.1 µM]	1%	-5%
COC(=O)NCCOc1nc(N(C)C)nc(N(C)C)n1	3%	-1.4%	-50%	-21%	1%	1%	1%	0%	0%
NC(=O)C1CCN(c2nc(-c3ccc(F)cc3)cs2)CC1	x	0.1%&0.1%	-27%	x	-5%	3%	5%	-2%	6%
Cc1ccc(CC(=O)NCc2ccc3c(c2)OCO3)cc1	8%	1.6%	15%	-7%	-2%	0%	1%	-7%	0%
CN1CCC(=O)N([C@H](CSc2ccccc2)c2ccccc2)CC1	-8%	-0.9%	10%	u	0%&-4%	1%&-2%	-5%&-22%	3%	-1%
Nc1ccc(C(=O)OCC(=O)c2cccc([N+](=O)[O-])c2)cc1	2%	1.6%	-2%	-13%	-11%	5%[57.1 µM]	8%[57.1 µM]	3%	1%
O=C1C2CCCN2C(=O)N1CCCCN1CCN(c2cccc(Cl)c2)CC1 (stereo not given)	8%	1.0%	-38%	-19%	3%	-9%	-23%	u	0%
COc1ccc2[nH]c(C)c(-c3csc(N)n3)c2c1	-2%	-1.7%	4%	-5%	-8%	2%	6%	u	-3%
O=C1C=CC(=O)N1c1cccc2cccnc12	2%	x	-48%	-11%	0%	13%	56µM*	u	0%
Cc1ccc2c(=O)cc(CSc3ncn[nH]3)[nH]c2c1C	0%	8.5%	-35%	-6%	1%	3%[57.1 µM]	14%[57.1 µM]	-8%	0%
Nc1c(-c2ccccc2)cnn1-c1cccc(C(F)(F)F)c1	5%	2.7%	-1%	-29%	1%	-3%	8%	i	-2%
CCc1nnc(SCc2nc(-c3ccccc3)oc2C)c2cc3sccc3n12	0%	u	-7%	-14%	6%	-5%	8%	-10%	0%
CCOCCCNC(=O)c1cn(C)c2ccc(S(=O)(=O)N3CCCCC3)cc2c1=O	5%	2.5%	22%	0%	2%	-10%	-7%	-15%	-1%
CCn1c(Cc2ccccc2)nnc1SCC(=O)Nc1ccccc1O	-5%	1.2%	8%	-5%	0%	-1%	6%	-1%	0%
COc1ccc(C(c2nnnn2CCc2ccccc2)N2CCN(C3CCCC3)CC2)cc1 (stereo not given)	14%	-0.8%	-48%	-6%	2%	-7%	-10%	u	-10%
Cc1ccc(S(=O)(=O)CCC(=O)OCC(=O)N2CC(=O)Nc3ccccc32)cc1	7%	1.9%	19%	-21%	1%	2%	11%	1%	1%
COc1ccc(CN2C(=O)C(CC(=O)NC3CCCCC3)CC(C(=O)N(C(C)C)C(C)C)=C2C)cc1 (stereo not given)	11%	x	x	-22%	0%	x	x	-8%	-3%
CCCn1c(/N=C/c2cc(OC)ccc2O)nc2ccccc21	-3%	0.0%	-6%[11.4 µM]	-26%	-9%	-7%	-10%	0%	-3%
CCOc1ccc(-n2c(=O)c3c(C)c(C)sc3n(CC(=O)NCc3ccco3)c2=O)cc1	2%	2.0%	4%	-14%	0%	6%	14%	-28%	-13%
COc1ccc(CC(=O)NCC(c2ccc(N(C)C)cc2)N2CCOCC2)cc1OC (stereo not given)	7%	1.9%	-6%	-13%	1%	5%[57.1 µM]	12%[57.1 µM]	-6%	0%
O=c1c([N+](=O)[O-])cccn1Cc1cccc(Br)c1	2%	5.5%	-3%	-21%	2%	-1%	7%	-4%	10%
COc1ccc(-c2nnc(SCC(=O)NCCc3ccccc3)o2)cc1	7%	0.3%	10%	-15%	1%	6%	19%	2%	-5%
CC(NC(=O)c1ccccc1F)c1nnc(SCC(=O)NC2=NCCS2)n1C (stereo not given)	-8%	-0.6%	3%	-14%	0%	2%	17%	u	-14%
C[C@H](NC(=O)c1nc[nH]c1C(=O)NCc1ccc(CNC(=O)OC(C)(C)C)cc1)C(=O)OC(C)(C)C	-8%	0.3%	13%	-22%	0%	-16%	2%	12%	3%
CCCCOc1ccccc1NC(=O)Cn1c(-c2nonc2N)nc2ccccc21	0%	1.2%	u	-12%	u	1%	6%	-7%	-10%
CC(=O)C1=C(c2cccc([N+](=O)[O-])c2)N(C(C)=O)n2c(C)nnc2S1	21µM*	6.4%	-30%[11.4 µM]	14µM*	-12%	6%	u	1%	-7%
Cc1nnc(NC(=O)c2sc3nc(-c4cccs4)cc(C(F)(F)F)c3c2N)s1	1%	11%	-50%	-9%	u	-2%	-14%	5%	7.1µM*
Cc1ccc(C)c(N2CCN(C(=O)c3ccc(Cl)c(NC4=NC5CS(=O)(=O)CC5S4)c3)CC2)c1 (stereo not given)	-5%	1.8%	-14%[11.4 µM]	-16%	-1%	-4%	15%	2%	-3%
C=CCOc1ccccc1CN1CCC(n2nccc2NC(=O)c2ccccc2)CC1	-2%	0.7%	5%[56.9 µM]	-18%	2%	0%	28%	-2%	-4%
Cn1c(=O)n(CC(N)=O)c2ccccc21	3%	-1.1%	-12%	-9%	2%	-3%	-2%	-1%	-3%
CCCCOc1ccc(N2CC(C(=O)NCc3ccco3)CC2=O)cc1 (stereo not given)	12%	-2.8%	12%	-23%	4%	5%	16%	-10%	3%
Cc1ccc(S(=O)(=O)NC(=O)c2ccccc2C)cc1	-5%	3.3%	-16%	-10%	3%	-2%	2%	4%	-2%
CN(CC(=O)Nc1cccc(F)c1)C(=O)c1ccc(OCC2CCCO2)cc1 (stereo not given)	7%	5.4%	-1%	-12%	0%	-1%	-4%	-3%	4%

Quoted from above for reference:
SMILES	IDH1 R132H inh	RXFP1 ag	RGS4 inh	USP1-UAF1 inh	Vif-APOBEC3G blk	TrxR1 substrate	rTrxR1 inhibitor	ALOX12 inh	Vif-A3F inh
CC(NC(=O)c1ccccc1F)c1nnc(SCC(=O)NC2=NCCS2)n1C (stereo not given)	-8%	-0.6%	3%	-14%	0%	2%	17%	u	-14%
C[C@H](NC(=O)c1nc[nH]c1C(=O)NCc1ccc(CNC(=O)OC(C)(C)C)cc1)C(=O)OC(C)(C)C	-8%	0.3%	13%	-22%	0%	-16%	2%	12%	3%
CCCCOc1ccccc1NC(=O)Cn1c(-c2nonc2N)nc2ccccc21	0%	1.2%	u	-12%	u	1%	6%	-7%	-10%
CC(=O)C1=C(c2cccc([N+](=O)[O-])c2)N(C(C)=O)n2c(C)nnc2S1	21µM*	6.4%	-30%[11.4 µM]	14µM*	-12%	6%	u	1%	-7%
Cc1nnc(NC(=O)c2sc3nc(-c4cccs4)cc(C(F)(F)F)c3c2N)s1	1%	11%	-50%	-9%	u	-2%	-14%	5%	7.1µM*
Cc1ccc(C)c(N2CCN(C(=O)c3ccc(Cl)c(NC4=NC5CS(=O)(=O)CC5S4)c3)CC2)c1 (stereo not given)	-5%	1.8%	-14%[11.4 µM]	-16%	-1%	-4%	15%	2%	-3%
C=CCOc1ccccc1CN1CCC(n2nccc2NC(=O)c2ccccc2)CC1	-2%	0.7%	5%[56.9 µM]	-18%	2%	0%	28%	-2%	-4%
